ssDAF12 agonist: activates DAF-12 receptor from parasite S. stercoralis; 370,000 compounds, 1% hits; activation, % at 6.8 µM; HEK293 ssDAF-12/GRIP1 lit1-tk-luc reporter, luminescence; % of 3 µM dafachronic acid response;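 active = activation above the mean over all tested compounds plus 3 SD, cut at about 0.9% in these data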;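 also: 0% = DMSO-only wells and 100% = 3 µM delta7-dafachronic acid wells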
PLCb3 inh: PLC-beta3 (human) inhibition, primary screen; AID 720704; inhibition, % at 12.2 µM; 370,000 compounds, 0.18% hits; Purified PLC-beta3, fluorogenic substrate, fluorescence; in the data active = inhibition above about 11%;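 also: 0% = median of compound wells on plate and 100% = full blocker control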
HGIII-sPLA2 inh: Blocks human group III sPLA2 activity. QFRET BODIPY PC-A2 liposome hydrolysis, fluorescence. inhibition, % at 12.2 µM. 370,000 compounds, 0.56% hits. Q9NZ20;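 active = inhibition above mean plus 3 SD of compounds lying within the high and low control bounds, cut at about 19% in these data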;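 also: 0% = median of test compound wells and 100% = no enzyme DMSO wells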
Target sequence (Q9NZ20 whole entry, looked up): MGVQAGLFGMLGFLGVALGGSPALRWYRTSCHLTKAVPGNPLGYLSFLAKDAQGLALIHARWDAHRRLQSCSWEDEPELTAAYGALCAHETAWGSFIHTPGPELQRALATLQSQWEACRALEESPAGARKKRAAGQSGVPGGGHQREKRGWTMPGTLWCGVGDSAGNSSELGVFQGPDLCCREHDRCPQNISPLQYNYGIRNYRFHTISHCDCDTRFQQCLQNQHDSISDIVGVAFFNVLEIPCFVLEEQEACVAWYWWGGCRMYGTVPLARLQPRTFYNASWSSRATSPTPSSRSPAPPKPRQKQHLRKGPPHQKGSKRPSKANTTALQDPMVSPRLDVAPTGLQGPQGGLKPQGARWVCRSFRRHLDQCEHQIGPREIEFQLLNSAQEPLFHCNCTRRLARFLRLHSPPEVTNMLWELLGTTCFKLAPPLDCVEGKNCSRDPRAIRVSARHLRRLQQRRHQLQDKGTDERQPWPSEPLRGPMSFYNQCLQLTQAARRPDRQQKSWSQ
hgDAF12 agonist: activates the H. glycines DAF-12 receptor ligand-binding domain; activation, % at 6.8 µM; 370,000 compounds, 1.8% hits; HEK293 GAL4-hgDAF12 UAS-luciferase reporter, agonist luminescence; normalized to butyrate control;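 active = activation above a cutoff set at the mean of all screened compounds plus 3 SD, cut at about 10% in these data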;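 also: 0% = DMSO wells and 100% = sodium butyrate wells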
DAX1 inh-1: NR0B1 (DAX1) inhibition. inhibition, % at 6.75 µM. AID 504766. HEK293 Gal4-DAX1 luciferase reporter, luminescence. 340,000 compounds, 0.99% hits. P51843;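 active = inhibition above the mean over all tested compounds plus 3 SD, cut at about 4.2% in these data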;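 also: 0% = DAX1-transfected cells with DMSO and 100% = empty-vector control cells with DMSO; inhibition shows as a rise in luminescence from relieved DAX1 repression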
GAA850 FXN act: increases GAA850 frataxin promoter reporter activity; HEK293 lucGAA850 FXN promoter luciferase reporter, 24 h; percent of 10 µM SAHA response; activation, % at 6 µM; 360,000 compounds, 0.56% hits; AID 540364;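 active = activation above the average of all compounds screened plus 3 SD, cutoff fixed separately per campaign, cut at about 7.5% in these data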;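 also: 0% = DMSO wells and 100% = 10 µM SAHA wells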
NR1D1 modulator: modulates human Rev-erb alpha binding to DNA; Rev-erbα–FITC-DNA binding, fluorescence polarization, 90 min; activity, % at 10 µM; 370,000 compounds, 0.79% hits;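 active = activity above about 14%, limit read from the data; passing the limit was not always enough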;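 also: 0% = DMSO wells with 35 nM protein and 100% = DMSO wells with 750 nM protein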
Target sequence (P20393 whole entry, looked up): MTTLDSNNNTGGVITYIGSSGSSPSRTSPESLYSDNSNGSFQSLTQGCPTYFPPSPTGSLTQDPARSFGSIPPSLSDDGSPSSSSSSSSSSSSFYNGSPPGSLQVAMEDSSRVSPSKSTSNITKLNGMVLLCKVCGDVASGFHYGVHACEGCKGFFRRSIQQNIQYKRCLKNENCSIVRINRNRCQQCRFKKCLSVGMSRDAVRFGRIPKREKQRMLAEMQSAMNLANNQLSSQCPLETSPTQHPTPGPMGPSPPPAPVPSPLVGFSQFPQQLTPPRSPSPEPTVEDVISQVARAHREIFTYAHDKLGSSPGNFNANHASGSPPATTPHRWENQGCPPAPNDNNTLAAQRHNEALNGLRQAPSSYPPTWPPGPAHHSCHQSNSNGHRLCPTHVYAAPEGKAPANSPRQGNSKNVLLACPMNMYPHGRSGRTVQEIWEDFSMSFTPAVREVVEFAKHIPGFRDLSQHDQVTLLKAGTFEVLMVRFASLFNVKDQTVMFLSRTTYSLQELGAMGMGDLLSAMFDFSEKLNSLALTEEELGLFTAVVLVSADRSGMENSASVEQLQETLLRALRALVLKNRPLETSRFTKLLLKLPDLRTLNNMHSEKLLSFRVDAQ
SMARCA2 act: activators of SMARCA2 function; MG213 cells, MMTV-luciferase reporter, dexamethasone, overnight; activation, % at 9.1 µM; 370,000 compounds, 1% hits; AID 652017; in the data active = activation above about 7.8%;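 also: 0% = vehicle wells and 100% = reference activator wells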
PG9 Ab binder: PG9 antibody binding by small molecule. TR-FRET gp120-PG9 antibody binding. inhibition, % at 6.7 µM. 360,000 compounds, 0.43% hits; in the data active = inhibition above about 8.5%
hcDAF12 agonist: activators of H. contortus DAF-12 nuclear receptor; HEK293 hcDAF-12 lit1-tk-luc reporter, luminescence; 0% DMSO, 100% Δ7-dafachronic acid; activation, % at 6.8 µM; 370,000 compounds, 1.4% hits;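 active = activation above the mean of all tested compounds plus 3 SD, cut at about 5.5% in these data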;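 also: 100% = response to 3 µM Δ7-dafachronic acid high control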
DAX1 inh-2: DAX1 (NR0B1) inhibition, primary screen; AID 652010; HEK293T StAR-luciferase reporter, SF-1/DAX-1 repression relief; 370,000 compounds, 1.1% hits; inhibition, % at 6.8 µM;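 active = inhibition above the mean over all tested compounds plus 3 SD, cut at about 3.6% in these data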;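 also: 0% = DAX-1 cells with DMSO and 100% = cells lacking DAX-1 with DMSO; higher inhibition means more luminescence from relief of DAX-1 repression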
* marks the source's active call; other numbers are inactive results; i = inactive; . = not tested or not shown.

SMILES	ssDAF12 agonist	PLCb3 inh	HGIII-sPLA2 inh	hgDAF12 agonist	DAX1 inh-1	GAA850 FXN act	NR1D1 modulator	SMARCA2 act	PG9 Ab binder	hcDAF12 agonist	DAX1 inh-2
COc1ccccc1C(=O)NCCC(=O)NCC1CCCCC1	-1.2	1	-2	-0.7	1.5	-0.5	-7	0	1.6	-2.1	-0.3
Cc1ccc(-c2ccc(C#N)c(=O)n2CC(=O)N(C)C)cc1	-0.5	-6	8	-1.9	0.1	1.8	1	-3	0.3	0.1	-0.4
O=c1c2cc(NC(=S)NC3CC3)ccc2nc2n1CCCCC2	-1.5	3	-1	2.2	-0.6	1.4	3	2	-2.4	0.6	0.7
O=C(Nc1ccccc1)N1CCN(CCc2ccccc2)CC1	-1.3	-5	-1	-0.4	-1.2	-0.2	-5	2	0.4	-1.1	0.9
COc1ccccc1N(C(=O)c1ccco1)C(C(=O)NC1CCCC1)c1ccncc1 (stereo unspecified)	-0.6	-4	1	0.2	1.7	2.1	-2	0	-0.7	-2.5	0.2
O=C(O)C1CCCCC1C(=O)NCCCCc1ccccc1 (stereo unspecified)	-0.9	2	-3	-1.0	1.4	0.9	1	1	0.6	0.2	0.3
CC(C)(C)NC(=O)CSc1nnc(C2CC2)n1-c1ccccc1	-1.1	-2	-1	1.8	-0.5	-1.2	5	-1	1.8	1.3	-1.1
COc1ccc(CCNC(=O)c2cnc3scc(C)n3c2=O)cc1OC	-1.5	-7	-4	2.7	0.0	1.9	-10	2	-1.5	-0.9	-0.6
CC(C)OC(=O)c1cccc(-c2ccc(C=O)o2)c1	-1.5	5	3	5.8	-0.6	1.1	6	6	-1.2	0.5	0.5
O=C(Nc1cccc(Cl)c1)C1CCN(C(=O)c2cccs2)CC1	-0.9	-1	3	-2.2	-2.3	2.2	1	-4	1.4	-1.9	0.7
O=C(NC(=S)Nc1cc(C(F)(F)F)ccc1N1CCOCC1)c1sc2ccccc2c1Cl	0.4	0	6	0.4	0.5	1.0	2	-2	0.5	2.0	-0.2
O=C(c1cc(=O)c2ccccc2o1)N1CCCc2ccccc21	-1.1	3	5	-3.7	-0.3	-2.5	3	-1	-1.3	-0.6	-0.5
CC(=O)Nc1ccc(/C=C(\C#N)S(=O)(=O)c2ccc(C)cc2)cc1	-1.2	-13	-9	1.4	-1.5	1.3	2	-3	3.1	-1.1	0.0
Cc1ccccc1C(=O)Nc1ccnn1C1CCN(C(=O)c2ccoc2)CC1	-0.5	-6	2	0.4	0.1	-0.2	6	1	-0.3	1.4	0.4
COCC(=O)N1CCC(Oc2ccc(C(=O)N(C)CCCC3CCCC3)cc2)CC1	-2.5	-6	-1	-7.8	-2.3	-5.6	-9	-6	1.9	-5.4	-7.3
Cc1ccc(-c2ccc(S(=O)(=O)N3CCN(C)CC3)cc2)cc1	-1.3	-4	-9	3.6	-1.3	0.8	0	-2	1.6	-1.3	0.7
CC(C)[Si]1(C(C)C)OCC2OC(n3cnc4c(N)ncnc43)C(N)C2O[Si](C(C)C)(C(C)C)O1 (stereo unspecified)	-1.3	-5	-16	0.6	-0.6	-2.9	8	-3	-0.2	-0.6	-0.1
O=C(CSc1nnc(-c2ccccc2)o1)NC1CCCC1	-1.0	-7	9	0.0	-0.5	1.6	-2	-2	1.7	-0.3	0.6
COc1ccc(NC(=O)C(=O)NCc2ccncc2)c(OC)c1	-1.3	-100	3	-1.5	0.1	0.7	2	1	-0.8	-1.8	0.3
O=C(CNC(=O)c1ccc(OC(F)F)cc1)NCc1ccccn1	-0.9	-1	11	-2.3	-0.8	2.1	-2	-1	1.8	1.3	1.1
O=C(Cc1ccc(NC(=O)C2CCN(C(=O)C3CCCCC3)CC2)cc1)Nc1ccc(C(=O)N2CCOCC2)cc1	-1.0	10	3	2.4	0.7	0.2	0	-5	0.2	-0.6	1.2
COc1ccc(-c2[nH]ncc2CN2CCCCCCC2)c(OC)c1	-1.5	-13	1	1.0	0.2	0.6	-1	0	1.0	-1.4	0.7
C=CCNCCCOc1ccc(C)cc1Br	0.6	3	6	4.1	0.0	3.1	-4	0	0.0	2.0	0.6
Cn1c(SCCOc2ccc(Cl)cc2)nnc1-c1ccncc1	-1.8	3	0	0.4	0.1	-0.6	-3	0	-2.7	-0.6	-0.3
CC(=O)C1=C(O)CC(C)(C)CC1=NCc1nc2ccccc2[nH]1	-1.7	-2	2	0.9	-1.1	-1.9	3	-5	1.7	-2.2	0.3
CCCc1cc(C(=O)Nc2sc3c(c2C#N)CCC3)no1	-1.6	-14	6	4.3	-0.2	-0.2	-7	4	-1.9	0.9	1.0
COCCCNc1nc2ccccc2nc1NS(=O)(=O)c1ccc(C)cc1	-1.4	-129	-12	1.8	-1.5	2.6	0	-3	3.9	-0.3	-0.6
CCc1ccc(C(=O)NNc2ccc(C)c(Cl)c2)cc1	-1.3	-4	6	-0.3	.	3.2	-6	-2	2.6	-0.9	-0.3
CCc1cccc(NC(=S)N(CCCN2CCOCC2)C(C)c2cc3cccc(OC)c3o2)c1 (stereo unspecified)	-1.0	-10	6	-2.6	2.8	-0.2	1	-5	-1.1	0.1	0.2
CC(=O)Oc1ccc(Cn2c(C)c(C(=O)NC3CC3)sc2=O)cc1	-1.3	2	1	0.5	.	1.7	-2	-1	-0.6	0.3	0.4
CCc1nc2ccc(C(=O)Nc3ccc(OC)c(OC)c3)cn2c1N(CCC(C)C)CCN(C)C	-1.2	-7	-10	1.7	.	-3.6	-1	-5	-1.9	-1.3	-0.1
CCCCNC(=O)C1CCN(C(=O)C2CCN(S(=O)(=O)c3ccc(C)cc3)CC2)CC1	-0.3	-8	6	0.8	1.4	1.4	-3	-2	-2.2	-1.9	0.3
COc1ccc(OC(=O)c2cnn(-c3ccccc3)c2C)cc1	0.5	6	-9	13*	1.9	1.0	-2	7	1.6	2.6	2.5
COCC1CCCN(C(=O)c2ccc3oc(CCCc4ccccc4)nc3c2)C1 (stereo unspecified)	-0.8	-4	-40	-2.1	-0.5	3.1	-7	0	-0.4	-2.5	-1.8
Cc1n[nH]c(=O)c2c(NC(=O)CSc3nc4ccccc4c(=O)n3CCCOC(C)C)oc(C)c12	-0.8	-9	-3	-1.9	-1.2	-1.1	-5	-1	1.6	-0.8	-1.1
COc1ccc(CCNC(=O)c2ccccc2)cc1	-1.3	2	4	2.2	-0.3	2.8	5	0	-1.0	-0.6	-0.1
CCOC(=O)N1CCN(C(=O)CCn2nc(-c3ccccc3)ccc2=O)CC1	-1.1	4	-2	-1.8	4.8*	1.2	-2	-3	1.1	-0.9	0.2
C=CCn1cc(CN2CCC(C(=O)Nc3cccc(-c4cccc(Cl)c4)c3)CC2)c(C)n1	-1.0	-9	-6	0.8	-1.0	-0.4	-4	-2	-0.6	-1.2	-0.3
CCOC(=O)CCn1c2nc(C)cc(C)c2c(=O)n1-c1ccccc1	-0.4	-314	5	1.6	-0.7	1.4	2	5	0.8	1.2	0.3
COc1cc(C(=O)NCC(=O)N/N=C/c2ccc(-c3ccc([N+](=O)[O-])cc3)o2)cc(OC)c1OC	-0.2	-60	5	-1.1	-1.7	1.9	-3	-3	-2.1	-0.3	0.1
CCOc1ccc(C2C(C(=O)O)CCC(=O)N2C2CCCCC2)cc1 (stereo unspecified)	-1.0	5	-4	-3.6	0.7	0.9	-1	1	-0.9	-1.3	0.5
COC(=O)c1cnc(SCc2ccc([N+](=O)[O-])cc2)n1C	-1.5	-7	2	-1.0	.	0.9	9	3	-1.5	0.4	-0.1
CCCc1nnc(-c2ccc(OC)cc2)o1	-1.1	4	-1	1.3	3.8	0.8	0	5	0.1	0.1	0.3
CCOC(=O)C(C)Oc1ccc(C2NC(=O)NC(C)=C2C(C)=O)cc1Br (stereo unspecified)	-0.6	4	-1	-0.1	1.2	1.4	0	-2	-1.9	-0.8	0.8
C=C1CC2C(=O)N(Cc3ccccc3)C(C(=O)OCC)(C(=O)OCC)C1N2C(=O)OC(C)(C)C (stereo unspecified)	-1.6	2	-2	-0.3	-0.7	4.2	-2	0	-0.1	-0.9	0.4

3 entries out of the list above, sorted by the value under NR1D1 modulator, smallest number first:
Molecule	ssDAF12 agonist	PLCb3 inh	HGIII-sPLA2 inh	DAX1 inh-1	NR1D1 modulator	SMARCA2 act	PG9 Ab binder	hcDAF12 agonist	DAX1 inh-2
CCCCNC(=O)C1CCN(C(=O)C2CCN(S(=O)(=O)c3ccc(C)cc3)CC2)CC1	-0.3	-8	6	1.4	-3	-2	-2.2	-1.9	0.3
O=C(Nc1cccc(Cl)c1)C1CCN(C(=O)c2cccs2)CC1	-0.9	-1	3	-2.3	1	-4	1.4	-1.9	0.7
CC(C)(C)NC(=O)CSc1nnc(C2CC2)n1-c1ccccc1	-1.1	-2	-1	-0.5	5	-1	1.8	1.3	-1.1

(cont.)
SMILES	ssDAF12 agonist	PLCb3 inh	HGIII-sPLA2 inh	hgDAF12 agonist	DAX1 inh-1	GAA850 FXN act	NR1D1 modulator	SMARCA2 act	PG9 Ab binder	hcDAF12 agonist	DAX1 inh-2
Cc1nc(N2C(=O)C(=O)/C(=C(/O)c3ccccc3)C2c2ccco2)sc1C (stereo unspecified)	-1.4	-55	1	1.0	-0.6	0.6	-3	0	0.4	-0.6	0.5
COC(=O)C1=CN(Cc2cccs2)C=C(C(=O)OC)C1c1ccc(OC)cc1OC	-1.1	i	-6	-1.1	-0.1	2.0	2	-2	-3.1	-1.3	-0.3
Cc1cc(C)cc(C(=O)Nc2ccc(N3CCCC3)cc2)c1	0.0	-10	16	12*	1.4	4.2	1	1	-6.0	3.0	4.5*
Cc1ccc(NC(=O)c2cccc(S(=O)(=O)N3CCN(c4ccc(F)cc4)CC3)c2)nc1	-1.3	-5	-4	-4.5	-1.6	-0.9	4	-3	1.7	-4.2	-3.3
Fc1ccccc1-c1nc(N2CCCCC2)c2ccccc2n1	-1.8	-24	21*	0.3	-1.5	0.4	-3	-2	-0.4	1.9	-1.6
O=C(Nc1ccc2c(c1)OCCO2)C1CCN(c2ncccn2)CC1	-0.2	-6	4	-0.9	-0.1	1.8	0	-2	-0.5	-1.2	0.3
O=C(c1ccc(C#CC2(O)CCCCC2)cc1)N1CCN(C(c2ccccc2)c2ccccc2)CC1	-0.6	0	-19	4.5	-1.3	5.7	0	4	0.4	-1.2	-0.8
CCC(C)NC(=O)c1cc(-c2ccc3c(c2)OCO3)on1 (stereo unspecified)	0.1	-8	2	8.8	3.1	4.5	-1	7	-1.5	4.2	2.2
COc1ccc(NC(=O)C2CCN(S(=O)(=O)c3cccc4nonc34)CC2)cc1	-1.4	-3	-7	-0.3	0.5	0.9	3	-2	0.0	-0.2	-0.4
Cc1ccc(NC(=S)NC(=O)c2ccc(F)cc2)cc1S(=O)(=O)Nc1cccc(Cl)c1	-1.2	-2	-13	0.6	-1.7	-4.4	2	-2	0.6	-0.5	-1.1
Nc1ccc(Br)c2cccnc12	-0.8	-15	15	-4.8	-1.0	-1.3	-11	-4	-2.8	2.5	-0.2
c1cc(-c2ccc3[nH]ccc3c2)n2ccnc2c1	-0.2	-154	-8	3.9	.	-1.6	-3	-1	-0.8	1.4	0.5

Source: PubChem
